# High-throughput results as filed in PubChem BioAssay.
# aSyn 5UTR inh: 5' untranslated region of α-synuclein, MLPCN primary screen. alpha-synuclein 5'UTR reporter, inhibitor activity. inhibition, % (tested at 7.5 µM). actives 0.82% (n = 300,000). AID 1813; in the data active means inhibition above about 60%;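 further: H4 neuroglioblastoma cells stably carrying SNCA 5'UTR luciferase fusion; 0% = DMSO wells and 100% = positive control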
# KLF5 inhibitor: inhibitors of KLF5 expression | DLD-1 KLF5 promoter-luciferase reporter, luminescence | inhibition, % at 5 µM | actives 0.23% (n = 290,000);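 active means inhibition above a per-plate limit of that plate's mean compound inhibition plus 3 SD, cut at about 60% in these data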;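 further: 0% = DMSO wells and 100% = LY294002 at 200 µM; higher means less KLF5 promoter-driven luciferase light; inactives centre near -14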
# SKKanGAS inh: blocks kanamycin growth of S. pyogenes SKKanGAS strain. inhibition, % at 7.5 µM. actives 1.3% (n = 300,000). AID 1662. BacTiter-Glo, 6 h;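 active means mean replicate score, as percent of positive control median, at least 50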;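 further: strain carries kanamycin resistance gene driven by streptokinase promoter and grows in 40 µg/ml kanamycin; loss of luminescence reflects streptokinase promoter inhibition or plain growth inhibition; 0% = median of DMSO wells and 100% = positive control at its reference dose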
# HSP90 refold inh: inhibitors of HSP90 luciferase refolding in rabbit reticulocyte lysate; luciferase refolding luminescence, 3 h; inhibition, % at 5.6 µM; actives 0.91% (n = 290,000); AID 1789;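 active means inhibition above the screen-wide mean plus 3 SD, computed separately per campaign, cut at about 16% in these data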;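 further: 0% = DMSO wells and 100% = 60 µM geldanamycin wells; inhibitors lower the luminescence because luciferase stays unfolded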
# Platelet DG rel: platelet dense granule release activity | human platelet-rich plasma, SFLLRN dense granule ATP release, luminescence | AID 1663 | inhibition, %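 (compounds screened at 7.5 µM in platelet-rich plasma)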 | actives 0.22% (n = 300,000);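 active means mean replicate score, as percent of positive control, at or above 50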
# HSF1 inh: HSF1 inhibition | actives 0.77% (n = 300,000) | activity change, negative = inhibition, % at 7.5 µM (by protocol) | NIH3T3-HGL HSE-luciferase, MG132-induced, luminescence 8 h; active compounds read low;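 active means more than half of replicate wells show activity change below -50%, luminescence cut by over half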;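 further: luciferase reports HSF-1 transcriptional activity via heat shock element; 0% = median of DMSO wells and -100% = zero luminescence signal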
# AI-2 QS modul: modulates the Vibrio harveyi AI-2 quorum sensing system; activity change, % at 7.5 µM; Vibrio harveyi JMH597 AI-2 luminescence/OD600 ratio, 9 h; active compounds read low; strain lacks LuxN and CqsS sensors; 0 = neutral-control median; actives 0.4% (n = 300,000); in the data active means activity change below about -75%, passing the limit was not always enough;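 further: luminescence divided by OD600 gain over 9 h not by final OD600 alone; inactives centre near 13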
# HSF-1 act: increases HSF-1 driven luciferase reporter signal. NIH3T3-HGL HSF-1 luciferase reporter, MG132, 8 h; 100% = twice DMSO control signal. activation, % at 9 µM. actives 1.7% (n = 300,000);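 active means mean replicate activation of at least 50% with a set share of replicates each reaching 50%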;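 further: 0% = median of the neutral control wells and 100% = twice that signal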
# HIF act: HIF pathway transcriptional activation; actives 0.32% (n = 300,000); U2OS HRE-luciferase reporter, luminescence; normalized: DMSO 0%, desferrioxamine 100%; activation, % at 7.5 µM (by protocol);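 active means mean activation of at least 10% of the iron chelator positive control signal, with at least half of replicates also reaching 10%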
# IEC-6 cytotox: kills IEC-6 intestinal cells in KLF5 counter-screen | IEC-6 cytotoxicity, luminescence viability | inhibition, % at 5 µM | actives 0.78% (n = 290,000); in the data active means inhibition above about 22%;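 further: 0% = plate median of test compound wells and 100% = cytotoxic reference compound wells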
# * marks the source's active call; other numbers are inactive results; x = no result given.
SMILES,aSyn 5UTR inh,KLF5 inhibitor,SKKanGAS inh,HSP90 refold inh,Platelet DG rel,HSF1 inh,AI-2 QS modul,HSF-1 act,HIF act,IEC-6 cytotox
CCc1ccc(OCCOCC(O)CN(CCO)CCO)cc1 (stereo not given),-4,-4,2,1,0,-6,26,9,0.4,-3
Cc1cc(Cl)c(S(=O)(=O)NC(C(=O)O)C(C)C)cc1OCC(=O)NC1CCCCC1 (stereo not given),-6,-3,2,-1,1,-2,33,1,0.5,-4
COc1cccc(NC(=O)CCS(=O)(=O)c2cccs2)c1,-19,-10,-17,3,0,0,12,26,2.0,7
O=C1OCCC1Sc1nnc(-c2ccccc2)o1 (stereo not given),13,7,7,1,0,1,18,11,0.0,2
Cc1cc(C)c(C)c(S(=O)(=O)NCC(=O)NCC2CCCCC2)c1C,8,17,5,-1,0,-4,14,13,-3.0,-4
OCCn1nc2c3ccccc3nc-2n(-c2ccccc2)c1=S,21,-6,6,4,-1,x,13,x,-0.1,-6
O=C1C2C3C=CC(C4CC34)C2C(=O)N1/N=C/c1ccc(-c2ccc(Cl)cc2[N+](=O)[O-])o1 (stereo not given),11,-27,8,-1,4,12,-35,25,0.4,-1
Cc1cc(NC(=O)CSc2nnc(NC(=O)C3CC(=O)N(c4ccccc4)C3)s2)no1 (stereo not given),-13,-10,-9,4,6,-22,19,-4,0.4,2
COc1ccccc1N1CCN(/N=C\c2sccc2C)CC1,-59,-11,8,4,-8,5,12,14,2.3,-2
CCC(C)NC(=O)C1CCN(CCCc2ccccc2)CC1 (stereo not given),-31,-7,3,1,3,-2,-5,3,0.0,2
Cc1csc(NC(=O)c2cc3c(s2)-c2ccccc2OC3)n1,-211,-125,0,3,6,-20,27,-3,3.5,5
COc1ccc(/C=N/NC(=O)C(=O)N2CCCC2)cc1,-11,-70,-11,3,-8,-2,9,10,0.4,1
CCCc1cc(=O)[nH]c(SCC(=O)c2cc(C)n(-c3c(C)n(C)n(-c4ccccc4)c3=O)c2C)n1,6,-20,-12,2,-9,1,16,2,-0.8,2
Cc1cccc(N2CCN(C(=O)c3ccc4c(c3)NC(=O)C(CSCc3cccc(F)c3)N4)CC2C)c1 (stereo not given),-2,-10,5,0,-9,6,28,1,0.6,-5
COc1cccc(-c2nnn(CC(=O)O)n2)c1,4,-6,1,3,-8,-9,2,-8,-0.2,-4

# Arranged by molar mass (smallest number first): some entries from above
SMILES,aSyn 5UTR inh,KLF5 inhibitor,SKKanGAS inh,HSP90 refold inh,Platelet DG rel,HSF1 inh,AI-2 QS modul,HSF-1 act,HIF act,IEC-6 cytotox
COc1cccc(-c2nnn(CC(=O)O)n2)c1,4,-6,1,3,-8,-9,2,-8,-0.2,-4
Cc1cc(Cl)c(S(=O)(=O)NC(C(=O)O)C(C)C)cc1OCC(=O)NC1CCCCC1 (stereo not given),-6,-3,2,-1,1,-2,33,1,0.5,-4
CCCc1cc(=O)[nH]c(SCC(=O)c2cc(C)n(-c3c(C)n(C)n(-c4ccccc4)c3=O)c2C)n1,6,-20,-12,2,-9,1,16,2,-0.8,2

# (next part)
SMILES,aSyn 5UTR inh,KLF5 inhibitor,SKKanGAS inh,HSP90 refold inh,Platelet DG rel,HSF1 inh,AI-2 QS modul,HSF-1 act,HIF act,IEC-6 cytotox
COc1ccc(OC)c(NC(=O)CSc2sc3c(O)cc(=O)[nH]c3c2C#N)c1,11,11,31,3,-8,4,17,-3,-0.4,2
COc1ccc2c(c1)C(C)=CC(C)(C)N2C(=O)CN1C(=O)CCC1=O,1,-4,3,-1,2,-2,9,-3,-0.5,5
CCN(CC)CCN1C(=O)c2oc3ccc(F)cc3c(=O)c2C1c1ccncc1 (stereo not given),15,x,-6,x,2,-5,2,-18,-0.3,x
O=Cc1ccc(OCc2cccc(C(F)(F)F)c2)cc1O,1,-8,x,-4,0,0,11,17,0.4,3
CCc1c(C)nc2ncnn2c1N1CCCC(C(=O)Nc2cc(F)ccc2C)C1 (stereo not given),13,-23,5,2,5,0,20,-1,-0.1,1
COc1cccc(Nc2nnc(SCC(=O)N3CC(=O)Nc4ccccc43)s2)c1,-36,6,-17,7,-11,1,6,8,0.6,1
COc1ccc(S(=O)(=O)N2CCC(C(=O)NCCc3ccc4c(c3)OCO4)CC2)cc1,3,-23,-19,0,-4,-1,-2,8,0.5,0
COc1ccc(/C=C(\NC(=O)c2ccc(OC)cc2)C(=O)Nc2cccc(C(=O)O)c2)cc1,-1,-22,-6,3,2,-11,6,1,-0.2,-1
N/C(COc1cccc(C(F)(F)F)c1)=N\NC(=O)c1cccnc1Oc1ccccc1,15,-6,1,-1,-7,3,8,18,-36,4
O=S(=O)(Nc1ccc2oc(-c3ccccc3)nc2c1)c1ccccc1,-32,-17,-15,-1,0,16,23,12,0.4,-1
COc1cc(O)c2c(c1)COC2=O,12,-19,-2,0,11,-5,17,-9,-1.8,-3
CCCN(CCC)S(=O)(=O)c1ccc(C(=O)Nc2ccc(OCC(=O)N3CCOCC3)cc2)cc1,-36,-21,0,6,-1,-7,11,-8,0.0,2
CC1CN(Cc2ccc(C#N)cc2Cl)CC(C)O1 (stereo not given),-2,-15,-1,4,1,0,33,-12,-0.1,8
CC1=CC(C)C(COC(=O)CN2CCCCC2)C(C)C1 (stereo not given),31,-31,1,1,14,1,8,-5,0.1,-7
CCC(Sc1ncccn1)C(=O)Nc1cc(C)on1 (stereo not given),0,-25,1,0,4,-6,31,4,0.8,0

# Some of these compounds in order of their number in HSF1 inh, lowest first.
smiles | aSyn 5UTR inh | KLF5 inhibitor | HSP90 refold inh | Platelet DG rel | HSF1 inh | AI-2 QS modul | HSF-1 act
CCCN(CCC)S(=O)(=O)c1ccc(C(=O)Nc2ccc(OCC(=O)N3CCOCC3)cc2)cc1 | -36 | -21 | 6 | -1 | -7 | 11 | -8
CC1CN(Cc2ccc(C#N)cc2Cl)CC(C)O1 (stereo not given) | -2 | -15 | 4 | 1 | 0 | 33 | -12
N/C(COc1cccc(C(F)(F)F)c1)=N\NC(=O)c1cccnc1Oc1ccccc1 | 15 | -6 | -1 | -7 | 3 | 8 | 18

# Next section
SMILES,aSyn 5UTR inh,KLF5 inhibitor,SKKanGAS inh,HSP90 refold inh,Platelet DG rel,HSF1 inh,AI-2 QS modul,HSF-1 act,HIF act,IEC-6 cytotox
Cc1ccc(C(=O)N/C(=C/c2ccco2)C(=O)NCCc2c[nH]c3ccccc23)cc1,-35,19,-2,1,1,5,38,21,0.9,-2
Cc1cc(NC(=O)CCC(=O)N(CC(=O)NC2CCCC2)c2ccc(C)c(F)c2)no1,-2,-5,-9,3,2,0,x,7,1.0,0
CC(=O)N1CCC(C(=O)OCc2ccccc2F)(c2ccccc2)CC1,-1,-6,1,2,-3,1,4,-8,0.7,4
Cc1ccc(C2CC(=O)Oc3cc(O)ccc32)cc1 (stereo not given),-14,-6,-4,-1,-1,-35,14,-51,-1.3,-3
O=C(CSc1ccsc1[N+](=O)[O-])N1CCCCCC1,-6,-1,-18,1,5,1,9,10,0.0,-2
O=C(Nc1cccc(S(=O)(=O)N2CCCC2)c1)C1CCCN1C(=O)c1cccs1 (stereo not given),5,-22,-2,0,3,3,3,14,-0.1,-7
CN(C)/C=C1\C(=O)N(c2ccc(Oc3ccccc3)cc2)CS1=O (stereo not given),-59,-38,2,0,-1,9,18,11,1.1,0
CSc1ccc(CNC(=O)c2ccc(NC(=O)C3=CSCCO3)cc2)cc1,3,-32,-11,11,6,-11,3,-6,-0.5,-6
Cc1cccn2c(=O)c3cc(C(=O)N4COCC4(C)C)sc3nc12,-97,-20,0,3,2,4,10,19,2.4,-3
O=C(Nc1ccccc1Cl)c1cc(S(=O)(=O)N2CCCC(C(=O)O)C2)ccc1F (stereo not given),8,1,12,-3,2,-4,12,4,-0.3,1
CCN(CC)C(=O)Oc1ccc(Cl)c2ccccc12,-6,-14,-8,-1,3,6,-2,8,-0.2,-1
CCN1C(=O)/C(=C\c2ccncc2)SC1=S,24,-15,-5,4,-10,-4,31,-22,0.2,-4
COc1ccc(S(=O)(=O)N2CCN(Cc3cccc([N+](=O)[O-])c3)CC2)cc1,0,x,-12,x,-13,0,14,13,0.0,x
CSc1nc(Oc2ccc(Cl)cc2)c2sccc2n1,45,31,13,-1,-1,-2,29,13,-0.5,0
Cc1oc2c(CN3CCOCC3)c(O)ccc2c(=O)c1-c1ccccc1,24,-12,2,3,3,-1,13,8,-0.6,0

# Entries of single compounds as entered above.
# CSc1ccc(CNC(=O)c2ccc(NC(=O)C3=CSCCO3)cc2)cc1 is listed as aSyn 5UTR inh = 3; KLF5 inhibitor = -32; SKKanGAS inh = -11; HSP90 refold inh = 11; Platelet DG rel = 6; HSF1 inh = -11; AI-2 QS modul = 3; HSF-1 act = -6; HIF act = -0.5; IEC-6 cytotox = -6
# CC(=O)N1CCC(C(=O)OCc2ccccc2F)(c2ccccc2)CC1 is listed as aSyn 5UTR inh = -1; KLF5 inhibitor = -6; SKKanGAS inh = 1; HSP90 refold inh = 2; Platelet DG rel = -3; HSF1 inh = 1; AI-2 QS modul = 4; HSF-1 act = -8; HIF act = 0.7; IEC-6 cytotox = 4

# The results go on:
SMILES,aSyn 5UTR inh,KLF5 inhibitor,SKKanGAS inh,HSP90 refold inh,Platelet DG rel,HSF1 inh,AI-2 QS modul,HSF-1 act,HIF act,IEC-6 cytotox
CCCS(=O)(=O)N1CCC(C(=O)NCCc2ccc(OC)c(OC)c2)CC1,22,21,-1,-2,4,5,9,16,-0.3,-4
C=CCN1C(=O)CS/C1=N\N=C\c1cccc([N+](=O)[O-])c1,-73,-3,6,1,1,0,11,8,0.3,3
CCOC(=O)C1=C(COC(=O)/C=C/c2ccccc2)NC(=O)NC1C (stereo not given),4,x,0,x,4,18,-54,26,0.5,x
CSc1nc2nc3c(cc2c(=O)n1-c1ccc(C)cc1)COC(C)(C)C3,18,-17,-7,-10,1,-1,28,-6,-1.0,-8
COc1ccc(Cl)cc1C(=O)Nc1ccccc1N1CCCCC1,-17,-15,38,0,-3,6,19,7,-4.3,3
Cc1nc2sccn2c(=O)c1Br,-31,-1,7,-1,-13,3,24,1,-0.2,1
CC1CN(C(=O)CN2C(=O)c3ccccc3C2=O)CC(C)O1 (stereo not given),7,-3,-6,3,9,-3,3,7,-0.3,0
CN1C(=O)/C(=C2\SC(=S)N(C(CCC(=O)O)C(=O)O)C2=O)c2ccccc21 (stereo not given),7,-10,3,-1,-3,-7,19,-20,-1.0,7
CCOC(=O)CCC(=O)OCC(=O)NC(C)C1CC2CCC1C2 (stereo not given),2,10,-10,-2,-6,-5,3,40,2.5,2
Cc1cc(OC(=O)c2ccc(S(=O)(=O)N(C)C)cc2)cc(=O)o1,3,-12,6,0,-4,-9,3,-15,-0.4,1
COc1ccc(N(CC(=O)NCCC(C)C)C(=O)c2snc(C(=O)NC3CCCCC3)c2N)c(OC)c1,12,-13,27,14,-2,5,7,28,0.9,-4
Cc1ccc(-c2cc(C(=O)NCCc3ccccn3)c3ccccc3n2)c(C)c1,-13,8,-8,1,-10,17,13,32,0.0,7
